PV pol inh: poliovirus RNA polymerase inhibition. poliovirus polymerase elongation, fluorescence polarization; active compounds read low. % elongation, % (compound at 16.7 µg/mL). AID 588519. 0.66% of 150,000 active; in the data active = % elongation below about 90%; also: some results filed as inactive read as strong as hits
Target sequence (P03300 1749-2209 limits assumed): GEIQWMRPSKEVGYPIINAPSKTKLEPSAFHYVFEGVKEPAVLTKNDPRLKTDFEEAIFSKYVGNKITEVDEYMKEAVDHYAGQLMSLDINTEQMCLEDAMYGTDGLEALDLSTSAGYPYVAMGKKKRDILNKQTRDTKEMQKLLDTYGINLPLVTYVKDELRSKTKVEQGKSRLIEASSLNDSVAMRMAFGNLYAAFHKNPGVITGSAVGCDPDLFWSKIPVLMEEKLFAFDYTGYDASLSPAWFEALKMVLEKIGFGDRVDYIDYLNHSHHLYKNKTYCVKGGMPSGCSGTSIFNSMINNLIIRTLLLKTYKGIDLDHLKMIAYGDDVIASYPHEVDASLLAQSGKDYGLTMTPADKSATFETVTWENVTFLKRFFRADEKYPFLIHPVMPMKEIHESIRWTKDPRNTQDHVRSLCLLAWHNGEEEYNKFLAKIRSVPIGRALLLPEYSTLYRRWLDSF
PV pol inh FP z-score: second read-out of PV pol inh, no call of its own (marks repeat the call); z-score; measured here: FP z-score; hits read low
Active calls of the source: *; & = joins results of further samples.

SMILES | PV pol inh | PV pol inh FP z-score
COC(=O)c1cc(NC(=O)C2CCCN(S(=O)(=O)c3c(C)n[nH]c3C)C2)cc(C(=O)OC)c1 (stereo unspecified) | 102.0 | -1.4
Cc1oc(-c2ccccc2F)nc1CN1CCC(C(=O)NCCc2ccccc2)CC1 | 109.0 | 0.5
O=C(NCCOC12CC3CC(CC(C3)C1)C2)c1cccc(Br)c1 | 100.0 | -0.6
Cc1c(C)n(C(=O)CSC(=S)N2CCC(C)CC2)c2ccccc12 | 102.0 | 0.3
O=C(NC1CCCC1)C(NS(=O)(=O)c1cccc2nsnc12)c1ccccc1 (stereo unspecified) | 102.0 | 0.7
O=C(NCc1ccncc1)c1c(O)c2ccccc2[nH]c1=O | 103.0 | 0.6
O=c1c2ccccc2nc2n1N=C(c1ccc(Br)cc1)CS2 | 103.0 | 0.2
COC(=O)COc1cccc2c1ccc1c3c(c(=O)oc12)CCCC3 | 103.0 | 0.3
CC(C)n1c(=S)[nH]c2c1c(=O)[nH]c(=O)n2C | 101.0&96.0 | 0&-2.2
CCn1c(C(=O)NC(C)CCc2ccccc2)cc2sccc21 (stereo unspecified) | 99.0 | -1.8
CCCc1nc2c3ccccc3ncn2n1 | 105.0 | 0.4
COC(=O)c1c(C)[nH]c(C)c1-c1ccccc1 | 111.0 | 1
O=C(c1cccs1)c1cn(CCOc2ccccc2F)c2ccccc12 | 104.0 | -0.1
C=CCN1C2=NCCCN2c2ccccc21 | 104.0 | 0.6
O=S(=O)(Nc1ccc(Br)cc1F)c1ccc2nc(-c3ccccc3)[nH]c2c1 | 112.0 | 0.9
O=S(=O)(c1ccc(SCc2ccccc2C(F)(F)F)nc1)N1CCCCC1 | 102.0 | 0
CC(C)(C)c1ccc(OCCNC(=O)c2cccc(Br)c2)cc1 | 104.0 | 0.1
Cc1cc(C)c(C(=O)COC(=O)CCn2c(C)csc2=O)cc1C | 104.0 | 0.2
O=C(CSc1ncc(S(=O)(=O)c2ccc(Br)cc2)c(=O)[nH]1)NCc1ccccc1Cl | 105.0 | -0.3
CCN(CC)c1nc2c(S(=O)(=O)c3ccc(C(C)C)cc3)nnn2c2ccsc12 | 100.0 | -0.8
CCOC(=O)C(C)Sc1nc(-c2ccccc2Cl)cc(-c2ccccc2)c1C#N (stereo unspecified) | 107.0 | 0.9
O=C(Nc1ccc(F)cc1F)N1CCC2(CC1)C(=O)NCN2c1ccccc1 | 103.0 | 0.3
c1ccc(-c2nc(C34CC5CC(CC(C5)C3)C4)cs2)cc1 | 104.0 | 0.6
CCCCn1c(SCc2cc(=O)n3ccsc3n2)nc2cc(S(N)(=O)=O)ccc21 | 103.0 | 0
COC(=O)c1ccc(NC(=O)CSc2nnc3c4ccccc4n(C(C)C)c3n2)cc1 | 98.0 | -1
COc1cc2c(cc1OC)CN(CC(=O)NC(=O)NC1CCCCC1)CC2 | 107.0 | 0.4
O=C1CC(Nc2ccc3c(c2)OCO3)C(=O)N1C1CCCCC1 (stereo unspecified) | 101.0 | -0.2
NC(=O)CSc1ccc2ccccc2n1 | 98.0 | -0.6
CCc1cc(C(=O)Cc2ccc3c(c2)OCCCO3)c(O)cc1OC | 100.0 | -0.1
Cc1ccc(-c2c3c(=O)n(C)c(=O)n(C)c3cn2-c2cc(C)ccc2O)cc1 | 105.0 | -0.6

Molecules above with a Cl atom (two):
SMILES | PV pol inh | PV pol inh FP z-score
O=C(CSc1ncc(S(=O)(=O)c2ccc(Br)cc2)c(=O)[nH]1)NCc1ccccc1Cl | 105.0 | -0.3
CCOC(=O)C(C)Sc1nc(-c2ccccc2Cl)cc(-c2ccccc2)c1C#N (stereo unspecified) | 107.0 | 0.9

The list goes on.
SMILES | PV pol inh | PV pol inh FP z-score
Cc1cc(C)cc(NC(=O)Oc2ccccc2N2CCCCC2)c1 | 100.0 | -0.5
Cc1ccc(N(CC(C)C)S(=O)(=O)c2nnc(NC(=O)c3cccs3)s2)cc1 | 110.0 | 0.5
Cc1cc(C)c(NC(=O)Cn2c(=O)n(CCc3ccccc3)c(=O)c3ccccc32)c(C)c1 | 110.0 | 1.1
CC(C)c1ccc(N(CC(N)=O)S(C)(=O)=O)cc1 | 99.0 | -0.8
C=CCN(CC=C)C(=O)CSc1ccc(OCC)cc1 | 106.0 | 0.4
COc1ccc(NC(=O)CSc2oc(-c3cccs3)nc2S(=O)(=O)c2ccc(C)cc2)c(OC)c1 | 104.0 | -0.4
CC(NS(=O)(=O)c1ccc(Br)cc1)C(=O)NCc1ccco1 (stereo unspecified) | 100.0 | -0.4
Cc1ccc2c(cnn2C(=O)CCC(=O)N2CCCCC2)c1 | 100.0 | -0.7
CNC(=O)C(=O)NCC(c1ccc2c(c1)OCO2)N1CCOCC1 (stereo unspecified) | 113.0 | 1.4
O=c1oc2cc(S(=O)(=O)NCCCO)ccc2c2ccc(S(=O)(=O)NCCCO)cc12 | 102.0 | 0.7
O=C(CN1C(=O)COc2ccc(S(=O)(=O)NC3CCCC3)cc21)Nc1ccc(Cl)cc1 | 105.0 | -0.2
COc1cc2c(cc1OBr)C(Cc1ccc(OC(C)=O)cc1)N(C)C2 (stereo unspecified) | 107.0 | 0.2
O=C1CC(c2ccc(Cl)cc2)C2=C(CC(c3cccs3)CC2=O)N1 (stereo unspecified) | 101.0 | -0.2
CC1CCCCN1C(=O)CSc1nnc2sc3ccccc3n12 (stereo unspecified) | 101.0 | -0.1
COc1ccc(CC(=O)N=c2sc3ccccc3n2C)cc1S(=O)(=O)N1CCOCC1 | 105.0 | 0.4
CC(C)CNC(=O)COn1nnc2ccc(S(=O)(=O)N(C)C)cc21 | 103.0 | 0.1
Cn1cccc1/C=N/n1cnnc1 | 101.0 | 0.3
CCOc1ccccc1NC(=O)CC1SC(=N)N(c2ccccc2)C1=O (stereo unspecified) | 101.0 | 0
O=C(O)CCc1nc2cccnc2n1C1CC1 | 102.0 | 0.1
CCc1ccccc1Nc1sc(C(=O)c2cccc(OC)c2)c(N)c1S(=O)(=O)c1ccccc1 | 102.0 | -0.8
CC(=O)c1cccc(NC(=O)Cn2c(SCC(=O)Nc3ccc(F)cc3)nc3ccccc32)c1 | 101.0 | -0.9
COC(=O)c1ccc(NC(=O)c2cc(S(=O)(=O)N3CCC(C)CC3)cn2C)cc1 | 111.0 | 1.1
Cc1cc(NC(=O)CN2CC(C)CC(C)C2)nc2c1c(=O)oc1ccccc12 (stereo unspecified) | 103.0 | 0.3
N#CC(C(=O)NCc1ccccc1)c1nc2ccccc2nc1Cl (stereo unspecified) | 99.0 | -1.3
O=C(c1ccc(F)cc1)c1c[nH]c2ccccc2c1=O | 102.0 | 0.4
O=C(Nc1ccc(Cl)cn1)c1ccc(COCC(F)(F)C(F)F)o1 | 102.0 | 0.4
CCN(Cc1ccccc1)C(=O)Cn1c(=O)n(CC(=O)NCc2ccco2)c(=O)c2sccc21 | 104.0 | 1.7
CCCC(=O)NCc1ccc(OC)cc1 | 100.0 | -0.2
O=c1sc2ccccc2n1COc1ccccc1 | 106.0 | 0.1
Cc1c(S(=O)(=O)c2ccc(Cl)cc2)csc1C(=O)NC1CCN(Cc2ccccc2)CC1 | 102.0 | -0.2
CC(=O)N1N=C(C)CC1c1ccc(OCc2ccccc2)cc1 (stereo unspecified) | 102.0 | 0
CCOC(=O)c1oc(C(=O)OCC)c(O)c1O | 108.0 | 0.8
CCN(c1cccc(C)c1)S(=O)(=O)c1c[nH]c(C(=O)OC)c1 | 103.0 | 0.1
O=C(OCCN1C(=O)c2ccccc2C1=O)C1CCN(S(=O)(=O)c2cccs2)CC1 | 105.0 | 0.3
CC1CCCCC1NC(=O)/C=C/c1ccc2c(c1)OCO2 (stereo unspecified) | 102.0 | 0.1
Nc1cc(N)c2c(c1)Oc1ccccc1CC2 | 97.0 | -2.2
CC1CCC(NC(=O)c2ccc3c(c2)N(Cc2ccccc2)C(=O)c2ccccc2S3(=O)=O)CC1 (stereo unspecified) | 108.0 | 1
Cc1cccc(NS(=O)(=O)c2ccc3c(c2)CC(C)N3C(=O)C2CC2)c1 (stereo unspecified) | 100.0 | -1.1
CCOc1ccc(CNC(=O)c2ccc3c(c2)sc2nc(-c4ccc(OC)cc4)cn23)cc1 | 107.0 | 0.3
OCCCNCc1cc(Cl)c2c(c1)OCCCO2 | 105.0 | 0.5
Cc1ccc(C)c(C2C(C#N)=C(N)OC3=C2C(=O)CCC3)c1 (stereo unspecified) | 101.0 | 0.1
CCC(C)N(C(=O)Nc1cc(C)ccc1OC)C(C)CC (stereo unspecified) | 100.0 | -1.1
COC(=O)C1=C(Nc2ccc(OC(=O)c3cccc(C(F)(F)F)c3)cc2)CSC1 | 104.0 | -0.2
O=C(CSc1ccc2ccccc2c1)N1CCN(c2ccccc2F)CC1 | 102.0 | 0
CCOC(=O)C(C)Sc1ccc2nnc(CCNS(=O)(=O)c3ccc(C)cc3)n2n1 (stereo unspecified) | 110.0 | 0.6
Cc1cc2oc(C(=O)NC3CCS(=O)(=O)C3)cc(=O)c2cc1C (stereo unspecified) | 102.0 | 0.1
Cc1cc(Nc2cccc(C(F)(F)F)c2)nc2ccc(NC(=O)c3ccc(=O)[nH]c3)cc12 | 102.0 | -0.7
O=C(O)CCCOc1cccc2cccnc12 | 100.0 | -0.9
c1coc(-c2nnc(-c3cc4c(s3)CCCC4)o2)c1 | 103.0 | 0
CCOC(=O)c1c(NC(=O)CSc2cn(CCNC(=O)c3cccc(C(F)(F)F)c3)c3ccccc23)sc2c1CCC2 | 105.0 | 0.2
CCOc1cc2c(cc1OCC)C1CC(=O)N(c3cccc(C)c3)C(=O)N1CC2 (stereo unspecified) | 100.0 | -1
CCC1Oc2ccc(C)cc2N(CC(=O)N2CCN(c3ccccc3OC)CC2)C1=O (stereo unspecified) | 114.0 | 0.8
CCOC(=O)c1c(NC(=O)c2cc3nc(-c4ccc(Br)cc4)cc(C(F)(F)F)n3n2)sc(C(C)=O)c1C | 95.0 | -1.9
COc1cc2c(cc1OC)C(CNC(=O)OCc1ccccc1)NCC2 (stereo unspecified) | 103.0 | 0.3
O=C1CC(c2ccccc2C(F)(F)F)c2c(c3ccccc3[nH]c2=O)O1 (stereo unspecified) | 104.0 | 0.1
Cc1ccc2nc(N3CCN(Cc4nnnn4Cc4ccccc4)CC3)c(C#N)cc2c1 | 102.0 | 0.2
O=C(Nc1noc2ccccc12)c1cc2c(s1)-c1ccccc1CC2 | 100.0 | -0.2
CC(N)c1cc(F)c(Cl)cc1Cl (stereo unspecified) | 101.0 | -0.1
CC1(C)C(/C=C/c2cccc(I)c2)=[N+]([O-])C(C)(C)N1O | 102.0 | 0
CCOC(=O)C1=C(CSc2nc3ccccc3c(=O)n2C(C)CC)NC(=O)NC1C (stereo unspecified) | 101.0 | 0
Going on with the list.
SMILES | PV pol inh | PV pol inh FP z-score
CCOC(=O)CSc1nnc(-c2ccc(S(=O)(=O)NCc3cccs3)cc2)o1 | 100.0 | -0.8
CCOC(=O)c1ccccc1NC(=O)CN(c1ccccc1OC)S(=O)(=O)c1ccc(C)cc1 | 108.0 | 0.9
COc1ccccc1/C=C/CN1CC(C)OC(C)C1 (stereo unspecified) | 103.0 | 1.3
Cc1ccc(S(=O)(=O)N2CCC(Oc3ccc(-n4cnnn4)cc3)CC2)cc1 | 108.0 | 0.4
Cc1cc(N/C=C2\CCCCC2=O)no1 | 103.0 | 0.2
Cc1cccc(NC(=O)CCNS(=O)(=O)c2ccc3c(c2)CCN3C(=O)C2CC2)c1 | 111.0 | 0.8
O=c1oc2ccc(NS(=O)(=O)c3ccc(F)cc3)cc2s1 | 99.0 | -0.3
CCCOc1ccc(-c2nonc2NC(=O)COc2ccc(C)cc2)cc1OCCC | 110.0 | 0.7
CCS(=O)(=O)N1CCc2cc(C(=O)Nc3cc(OC)c(Cl)cc3OC)ccc21 | 111.0 | 0.6
CCCCN(c1ccccc1)S(=O)(=O)c1ccc2c(c1)CC(C)N2C(=O)C1CC1 (stereo unspecified) | 113.0 | 0.9
CC(C)(CC(=O)O)CC(=O)NC1CCCCNC1=O (stereo unspecified) | 104.0 | 0.7
O=C(c1cccc2ccccc12)N1CCOCC1 | 103.0 | 0.1
Cc1cc(C)n(CCOc2nonc2N)n1 | 100.0 | -0.7
O=C(CN1CCC(Cc2ccccc2)CC1)Nc1ccc2c(c1)OCCO2 | 106.0 | -0.1
O=C(CCC(=O)N1CCOc2ccccc21)N1CCN(c2ccccc2)CC1 | 104.0 | 1.3
CC(C)(C)CC(=O)NC1CCCc2ccccc21 (stereo unspecified) | 100.0 | -0.5
O=C(NCCC1=CCCCC1)c1ccc2c(c1)ncn2-c1cccc(F)c1 | 97.0 | -2.7
O=C(Cn1c(=O)nc(-c2ccccc2)c2ccccc21)NCCc1ccc(Cl)cc1 | 109.0 | 0.5
C[C@@H](NC(=O)c1cccnc1)c1ccccc1 | 100.0 | -0.2

In the list so far, 14 have an aryl methoxy group.
SMILES | PV pol inh | PV pol inh FP z-score
COc1cc2c(cc1OC)CN(CC(=O)NC(=O)NC1CCCCC1)CC2 | 107.0 | 0.4
CCc1cc(C(=O)Cc2ccc3c(c2)OCCCO3)c(O)cc1OC | 100.0 | -0.1
COc1ccc(NC(=O)CSc2oc(-c3cccs3)nc2S(=O)(=O)c2ccc(C)cc2)c(OC)c1 | 104.0 | -0.4
COc1cc2c(cc1OBr)C(Cc1ccc(OC(C)=O)cc1)N(C)C2 (stereo unspecified) | 107.0 | 0.2
COc1ccc(CC(=O)N=c2sc3ccccc3n2C)cc1S(=O)(=O)N1CCOCC1 | 105.0 | 0.4
CCc1ccccc1Nc1sc(C(=O)c2cccc(OC)c2)c(N)c1S(=O)(=O)c1ccccc1 | 102.0 | -0.8
CCCC(=O)NCc1ccc(OC)cc1 | 100.0 | -0.2
CCOc1ccc(CNC(=O)c2ccc3c(c2)sc2nc(-c4ccc(OC)cc4)cn23)cc1 | 107.0 | 0.3
CCC(C)N(C(=O)Nc1cc(C)ccc1OC)C(C)CC (stereo unspecified) | 100.0 | -1.1
CCC1Oc2ccc(C)cc2N(CC(=O)N2CCN(c3ccccc3OC)CC2)C1=O (stereo unspecified) | 114.0 | 0.8
COc1cc2c(cc1OC)C(CNC(=O)OCc1ccccc1)NCC2 (stereo unspecified) | 103.0 | 0.3
CCOC(=O)c1ccccc1NC(=O)CN(c1ccccc1OC)S(=O)(=O)c1ccc(C)cc1 | 108.0 | 0.9
COc1ccccc1/C=C/CN1CC(C)OC(C)C1 (stereo unspecified) | 103.0 | 1.3
CCS(=O)(=O)N1CCc2cc(C(=O)Nc3cc(OC)c(Cl)cc3OC)ccc21 | 111.0 | 0.6

Screening results from PubChem.

Only part of the results is shown; the hit share may differ from the screen's.
